Tb PFK inh – T. brucei PFK enzyme inhibition; O15648; T. brucei PFK, ADP-Glo luminescence; Potency, µM (series often up to 57.5 µM), without a hit: at the highest dose activity, negative = inhibition, actives largely listed as inhibitors; 330,000 tested, 0.17% active;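 also: potency is read from the fitted curve at half-maximal effect; 0% = uninhibited 1x PFK enzyme wells and -100% = no-enzyme wells; nearly all actives have a fitted effect of over 60% in size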
Target sequence (O15648 whole entry, looked up): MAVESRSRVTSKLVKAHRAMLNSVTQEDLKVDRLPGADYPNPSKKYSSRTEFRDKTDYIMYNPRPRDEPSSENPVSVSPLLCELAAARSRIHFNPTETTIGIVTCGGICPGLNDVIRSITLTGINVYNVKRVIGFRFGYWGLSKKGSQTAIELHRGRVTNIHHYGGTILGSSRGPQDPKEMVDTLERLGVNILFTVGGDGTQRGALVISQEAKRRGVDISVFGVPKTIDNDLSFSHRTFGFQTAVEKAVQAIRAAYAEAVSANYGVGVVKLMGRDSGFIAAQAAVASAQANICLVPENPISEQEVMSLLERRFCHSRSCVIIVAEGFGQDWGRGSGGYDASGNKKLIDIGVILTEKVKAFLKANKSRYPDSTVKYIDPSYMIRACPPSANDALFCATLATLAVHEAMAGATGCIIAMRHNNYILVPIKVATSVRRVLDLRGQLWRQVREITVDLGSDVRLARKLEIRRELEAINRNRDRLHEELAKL
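Activity is normalized to no-enzyme wells (full inhibition) and 1.25 nM enzyme wells (no inhibition). Reaction: 0.5 mM F6P, 0.1 mM ATP, 45 min RT, ADP-Glo luminescence; concentration-response curves fitted and classed by quality.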
TCR activator – T cell receptor activation. primary human leukocytes, anti-CD3, IL-2 HTRF, 48 h. Potency, µM (highest dose often 9.22 µM), for inactives: at the top dose activation of IL-2 secretion, most hits filed as activators. 330,000 tested, under 10 active; also: % of control where 0% means no effect
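IL-2 release read by HTRF sandwich (Eu cryptate donor, d2 acceptor, 665 nm emission) after 48 hr exposure of primary human leukocytes to compound together with anti-CD3 beads in the absence of co-stimulatory signals.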
Mito fusion act – inhibitors of mitochondrial division or activators of mitochondrial fusion; S. cerevisiae fusion-defective mutant growth rescue, CellTiterGlo 48 h; Potency, µM (titrated, usually from 46.1 µM), inactives show top-dose growth rescue (activation), most hits filed as activators; 320,000 tested, 0.23% active;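 also: potency is read from the fitted curve at half-maximal effect; % of control where 0% means no effect; nearly all actives have a fitted effect of over 45% in size; temperature-sensitive fusion mutants such as fzo1-1 at 37 °C on non-fermentable ethanol glycerol medium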
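Compounds are tested for their ability to restore growth of mitochondrial fusion-defective yeast strains at non-permissive 37C in YPEG medium over 48 hours. Viability is quantified by luciferase luminescence.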
Chronic BCR inh – chronic active BCR signaling inhibition | ABC-DLBCL IkBa-CBG/CBR reporter, luminescence ratio, 4 h | Potency, µM (doses to about 46.1 µM), without a hit: at the top dose ratio change, negative = lower green/red ratio, most hits filed as inhibitors | 340,000 tested, 0.05% active; active = well fitted inhibition curve with a large enough effect in the signal ratio, with a control signal flat, not every such curve was filed as active; inconclusive = small, poorly fitted or top-dose-only effect, or effect the other way, or a change in a side signal; the % refers to the signal ratio;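 also: potency is read from the fitted curve at half-maximal effect; plate controls were basal doxycycline-induced cells for no effect and cells given 10 µM MG132 for full effect; MG132 reads +100%, hits lower the ratio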
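TMD8 human ABC-DLBCL cells with doxycycline-inducible IκBα–green luciferase fusion and unfused red luciferase, in 0.5% FBS medium; compounds up to 46 uM, 4 h at 37C. Green/red luminescence ratio, filter-overlap corrected, fitted to concentration-response curves.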
Eya2 inh – blocks the phosphatase activity of human Eya2; O00167; 330,000 tested, 0.006% active; recombinant Eya2, OMFP fluorescence dephosphorylation (OMFP is methylfluorescein phosphate); Potency, µM (highest dose often 76.9 µM), for the others: at the highest dose activity, negative = inhibition, usual class: inhibitors; also: potency is read from the fitted curve at half-maximal effect; % is scaled to controls: 0 for no effect and ±100 for the full control effect
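Eya2 (0.2 uM) preincubated 10 min at ambient with compound, then OMFP substrate added at 50 uM; 10 min reaction in 50 mM HEPES pH 7.5, 50 mM NaCl, 5 uM MgCl2, 0.05% BSA, 1 mM DTT. Fluorescence read at Ex 485/Em 525 nm.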
B2AR arrestin – recruits beta-arrestin to the human beta2-adrenergic receptor. Potency, µM (highest dose often 46.1 µM), for the others: at the highest dose activation, hits mostly activators. 330,000 tested, 0.02% active. beta-arrestin recruitment to beta2AR, cell-based reporter;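 also: potency is read from the fitted curve at half-maximal effect; 0% = DMSO controls and full agonism = EC100 isoproterenol or metaproterenol; nearly all actives have a fitted effect of over 65% in size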
Target sequence (P07550 whole entry, looked up): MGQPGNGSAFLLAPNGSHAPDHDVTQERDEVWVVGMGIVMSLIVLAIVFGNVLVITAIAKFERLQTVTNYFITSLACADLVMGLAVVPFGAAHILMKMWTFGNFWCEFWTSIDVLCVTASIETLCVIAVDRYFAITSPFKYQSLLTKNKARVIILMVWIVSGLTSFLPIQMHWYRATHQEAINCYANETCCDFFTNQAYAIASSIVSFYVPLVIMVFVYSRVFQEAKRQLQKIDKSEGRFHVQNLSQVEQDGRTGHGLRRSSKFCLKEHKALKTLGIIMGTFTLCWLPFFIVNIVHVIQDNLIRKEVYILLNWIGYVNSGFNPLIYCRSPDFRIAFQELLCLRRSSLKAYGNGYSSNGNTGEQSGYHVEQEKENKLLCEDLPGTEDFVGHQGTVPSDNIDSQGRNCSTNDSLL
TSHR antag – human thyrotropin receptor antagonism | P16473 | activity change, negative = inhibition, % at 11.5 µM | TSHR-expressing cells, TSH-stimulated cAMP HTRF, 2 h; active compounds read low | AID 504810 | 330,000 tested, 0.2% active;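 active = activity change below a set negative limit, meaning inhibition stronger than a set level, cut at about -70% in these data; inconclusive = activity change between two set negative limits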; also: % is scaled to controls: 0 for no effect and ±100 for the full control effect
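TSHR-expressing cells were treated with compounds, then stimulated with TSH at EC80 (4nM final) for 2 hours at 37 deg C. Cellular cAMP was measured by HTRF competition between lysate cAMP and cAMP-d2 for a cryptate-labelled anti-cAMP antibody.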
PTAP TSG101 blk – blocks PTAP/TSG101 interaction to inhibit HIV-1 budding; Fluorescence polarization, FITC-PTAP peptide / Tsg101 binding; Q99816; Potency, µM (highest dose often 115 µM), inactives show at the top dose activity change, negative = inhibition, usual class: inhibitors; 340,000 tested, under 10 active; active = well fitted inhibition curve with a large enough effect in the main read-out, with a control signal flat, not every such curve was filed as active; inconclusive = small, poorly fitted or top-dose-only effect, or effect the other way, or a change in a side signal; inactive = no such curve, though single readings can be large or run the other way; also: potency is read from the fitted curve at half-maximal effect; % of control where 0% means no effect
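Fluorescence polarization binding of Tsg101 binding domain (10 uM final) to FITC-labeled PTAP peptide (50 nM final) in HEPES pH 7.5 buffer with NaCl, Tween 20, EDTA, TCEP. Compounds added before peptide; binding 20 min at RT.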
uPA surface inh – inhibitors of cell surface uPA generation | cell surface uPA generation assay, qHTS | Potency, µM (titrated, usually from 38.3 µM), for inactives: at the top dose activity change, negative = inhibition, usual class: inhibitors | 330,000 tested, 0.31% active; active = well fitted inhibition curve with a large enough effect; inconclusive = small, poorly fitted or top-dose-only effect; inactive = no such curve, though single readings can be large or run the other way; tested in mouse RAW 264.7 cells; also: potency is read from the fitted curve at half-maximal effect; % is scaled to controls: 0 for no effect and ±100 for the full control effect; nearly all actives have a fitted effect of over 55% in size
USP2a block – USP2a (human) protease inhibition; USP2 core, Ub-CHOP2 coupled fluorogenic reporter, 485/531; O75604; 330,000 tested, 0.01% active; Potency, µM (highest dose often 38.3 µM), for the others: at the highest dose activity change, negative = inhibition, actives largely listed as inhibitors;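 also: potency is read from the fitted curve at half-maximal effect; plate controls were DMSO wells for no effect and full inhibition by NEM control for full effect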
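USP2 core (10nM final) preincubated 30min RT with compound in 20mM Tris-HCl pH 8.0, 2mM CaCl2, 2mM beta-mercaptoethanol, 0.05% CHAPS; 25nM Ub-CHOP2 plus 25nM reporter substrate added, fluorescence (Ex485/Em531) read after 60min.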
ELG1 DNA repair – inhibitors of ELG1-dependent DNA repair in HEK293T cells; HEK293T ELG1-luciferase reporter, luminescence, 16 h; DNA damage induced by 5-fluorouridine; Potency, µM (titrated, usually from 46.1 µM), for inactives: top-dose activity change, negative = inhibition, actives largely listed as inhibitors; 330,000 tested, 2.3% active; AID 504467; also: potency is read from the fitted curve at half-maximal effect; % is scaled to controls: 0 for no effect and ±100 for the full control effect; nearly all actives have a fitted effect of over 55% in size
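Quantitative HTS, concentration-response format. 2,000 cells/well co-treated with 5-fluorouridine and compound, 16 hr in 5% CO2 at 37 °C; ONE-Glo luminescence read after 30 min.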
* = called active by the depositor; ? = inconclusive; · = no result given; [ ] = dose if it differs, or a comment. Unless noted, calls follow the shape of the dose curve; as a rule, active = well fitted curve in the direction sought with a large enough effect; inconclusive = small, poorly fitted or top-dose-only effect, or another doubt; inactive = no such curve, though single readings can be large; an effect the other way counts as inactive or inconclusive.

Every second line gives: Tb PFK inh | TCR activator | Mito fusion act | Chronic BCR inh | Eya2 inh | B2AR arrestin | TSHR antag | PTAP TSG101 blk | uPA surface inh | USP2a block | ELG1 DNA repair
> O=C(Cc1ccccc1)Nc1ccc(C(=O)NCc2ccccc2)cc1
→ -1% | · | 0% | -1% | 3% | 0.2% | -7 | -2% | 1% | -1% | 2%
> CC(=O)C1=C(O)C(=O)N(c2ccc(Br)cc2)C1c1ccc([N+](=O)[O-])cc1 (configuration not stated)
→ 3% | 13% | 8% | 7% | -3% | 0.3% | -6 | -19% | 0% | 3% | -7%
> C=CCN(C(=O)CCc1ccccc1OC)c1nc(-c2ccc(S(C)(=O)=O)cc2)cs1
→ -23% | 12% | 9% | -4% | 9% | -0.7% | 29 | 4% | -2% | -13% | ?
> Cc1cc(C)c(NC(=S)N(CCCN2CCOCC2)Cc2cccnc2)c(C)c1
→ -12% | 3% | -3% | -4% | -5% | 0.2% | -9 | 0% | 1% | -1% | -3%
> CCn1c(=O)cc(SCC(=O)NCc2ccc(C)o2)c2ccccc21
→ -2% | · | 1% | ? | 24% | 0.4% | 12 | -7% | -8% | 1% | 10%
> COc1cccc2c(=O)c(C(=O)NCc3cccs3)c[nH]c12
→ 14% | 10% | 2% | ? | -7% | -0.8% | -7 | -13% | -2% | 0% | ?
> Cc1cccc(NC(=O)Nc2c(C)n(C)n(-c3ccccc3)c2=O)c1
→ 0% | -5% | 7% | 10% | 1% | 0.6% | 6 | -6% | 4% | -1% | 24%
> CCCCn1c(C)nc2cc(S(=O)(=O)N3CCOCC3)ccc21
→ 5% | 2% | 0% | ? | -21% | -0.5% | 3 | -2% | 8% | -3% | 22%
> CN(Cc1ccc(F)cc1)C(=O)c1cc(COc2ccc(-n3cncn3)cc2)on1
→ -4% | 5% | -1% | -1% | 13% | -0.9% | -5 | · | -22% | 5% | -18%
> CCCOc1ccc(N2C(=O)CC(N3CCOCC3)C2=O)cc1 (configuration not stated)
→ 4% | -7% | -2% | 16% | 3% | -0.3% | 13 | -8% | -8% | -1% | ?
> Cc1ccc(-c2csc3nc(C)n(-n4cccc4)c(=O)c23)o1
→ 0% | -3% | -2% | 0% | -1% | 0.2% | 13 | -4% | 0% | -4% | 0%
> CCCC(=O)Nc1ccccc1NC(=O)CN(C)S(=O)(=O)c1ccccc1
→ -2% | -6% | 3% | ? | -16% | -0.5% | -6 | -5% | -1% | -1% | 0%
> CC(=O)N1CCN(CC(=O)Nc2ccc(SC(F)F)cc2)CC1
→ 0% | -4%[46.1 µM] | -4% | -5% | 5% | -0.8% | 2 | -1% | 1% | 2% | 4%
> CCNCc1cc(Br)c(OCC(=O)Nc2ccccc2)c(OC)c1
→ 0% | -1%[46.1 µM] | 0% | 10% | -3% | -0.2% | -1 | -2% | -1% | 1% | 0%
> COc1ccc(NC(=O)c2ccc(NC(=O)CN(C)CC(=O)Nc3c(C)cccc3C)cc2)cc1
→ 0% | 6% | -4% | -6% | -18% | -0.4% | -2 | 1% | 5% | 2% | ?
> CCOC(=O)N1CCN(C(=O)CCCn2c(=O)[nH]c3ccccc3c2=O)CC1
→ -2% | · | -1% | -2% | -8% | -0.7% | -4 | -2% | 1% | 0% | 2%
> O=C(c1ccc2c(c1)OCCO2)C1CCN(S(=O)(=O)c2cccc(F)c2)CC1
→ 1% | · | 29% | -17% | 5%[15.4 µM] | 0.0% | -5 | · | 4% | 0% | ?
> C=CCNC(=O)c1ccc(CN(c2ccc(OCC)cc2)S(=O)(=O)c2ccc(C)cc2)cc1
→ 1% | -11% | -15% | -5% | -5% | 0.3% | 5 | -3% | ? | -6% | ?
> CC(C)C1N(C(=O)N2CCOCC2)CCN1S(=O)(=O)c1ccccc1 (configuration not stated)
→ 0% | -1% | 1% | 2% | -11% | -0.8% | -5 | 0% | 5% | 2% | -1%

Part of the list above in another layout:
SMILES,Tb PFK inh,TCR activator,Mito fusion act,Chronic BCR inh,Eya2 inh,B2AR arrestin,TSHR antag,PTAP TSG101 blk,uPA surface inh,USP2a block,ELG1 DNA repair
CCCC(=O)Nc1ccccc1NC(=O)CN(C)S(=O)(=O)c1ccccc1,-2%,-6%,3%,?,-16%,-0.5%,-6,-5%,-1%,-1%,0%
CC(=O)N1CCN(CC(=O)Nc2ccc(SC(F)F)cc2)CC1,0%,-4%[46.1 µM],-4%,-5%,5%,-0.8%,2,-1%,1%,2%,4%
CCNCc1cc(Br)c(OCC(=O)Nc2ccccc2)c(OC)c1,0%,-1%[46.1 µM],0%,10%,-3%,-0.2%,-1,-2%,-1%,1%,0%
COc1ccc(NC(=O)c2ccc(NC(=O)CN(C)CC(=O)Nc3c(C)cccc3C)cc2)cc1,0%,6%,-4%,-6%,-18%,-0.4%,-2,1%,5%,2%,?
CCOC(=O)N1CCN(C(=O)CCCn2c(=O)[nH]c3ccccc3c2=O)CC1,-2%,·,-1%,-2%,-8%,-0.7%,-4,-2%,1%,0%,2%
O=C(c1ccc2c(c1)OCCO2)C1CCN(S(=O)(=O)c2cccc(F)c2)CC1,1%,·,29%,-17%,5%[15.4 µM],0.0%,-5,·,4%,0%,?
C=CCNC(=O)c1ccc(CN(c2ccc(OCC)cc2)S(=O)(=O)c2ccc(C)cc2)cc1,1%,-11%,-15%,-5%,-5%,0.3%,5,-3%,?,-6%,?
CC(C)C1N(C(=O)N2CCOCC2)CCN1S(=O)(=O)c1ccccc1 (configuration not stated),0%,-1%,1%,2%,-11%,-0.8%,-5,0%,5%,2%,-1%
